PTHR1 agonist = agonists of human PTHR1 parathyroid hormone receptor | Q03431 | HEK293 GP2 PTHR1 cells, GloSensor cAMP luminescence, 1 h | Potency, µM (highest dose often 115 µM), for inactives: at the highest dose activation, hits mostly activators | 410,000 tested, 0.075% active | AID 743266; note: potency is the fitted concentration of half-maximal effect; nearly all actives have a fitted effect of over 55% in size; some results filed as inactive show a strong effect at the top dose; inactives centre near -15; many of its hits are not listed in these tables
Target sequence (Q03431 whole entry, looked up): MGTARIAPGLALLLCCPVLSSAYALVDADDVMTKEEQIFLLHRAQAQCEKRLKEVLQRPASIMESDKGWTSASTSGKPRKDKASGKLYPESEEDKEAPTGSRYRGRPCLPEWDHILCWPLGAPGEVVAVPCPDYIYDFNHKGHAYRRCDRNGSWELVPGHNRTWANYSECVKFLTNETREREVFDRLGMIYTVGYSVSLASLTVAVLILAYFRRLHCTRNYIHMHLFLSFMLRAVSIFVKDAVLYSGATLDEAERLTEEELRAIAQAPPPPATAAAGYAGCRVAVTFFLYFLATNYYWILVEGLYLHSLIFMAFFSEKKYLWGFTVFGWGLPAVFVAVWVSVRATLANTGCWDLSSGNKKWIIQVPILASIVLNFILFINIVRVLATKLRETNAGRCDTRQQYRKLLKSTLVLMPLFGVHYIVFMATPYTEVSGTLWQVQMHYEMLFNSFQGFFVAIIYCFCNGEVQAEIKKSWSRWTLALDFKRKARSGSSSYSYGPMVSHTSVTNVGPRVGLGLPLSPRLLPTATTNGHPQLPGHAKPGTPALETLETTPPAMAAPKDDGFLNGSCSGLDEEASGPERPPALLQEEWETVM
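HEK-293-derived GP2 cells expressing PTHR1 and a GloSensor cAMP reporter, 3,000/well, plated overnight, given luciferin plus IBMX (each 0.5 mM as added) for 1 h at 37 °C, then compound for 1 h at 37 °C. Luminescence was read after 15 min at room temperature.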
EPAC2 antag = EPAC2 (human) antagonism; Q8WZA2; EPAC2 GEF exchange of Rap1B-BODIPY-GDP, fluorescence; Potency, µM (titrated, usually from 114 µM), for inactives: at the highest dose activity, negative = inhibition, actives largely listed as inhibitors; 360,000 tested, 0.18% active; AID 720708; note: potency is the fitted concentration of half-maximal effect; % is set by controls: 0 for no effect and ±100 for the full control effect; nearly all actives have a fitted effect of over 45% in size; many of its hits are not listed in these tables
EPAC2 agonist = activates human EPAC2 exchange factor; Q8WZA2; EPAC2 activation, biochemical qHTS; response scale: 100% = 6.5 mM cAMP response; Potency, µM (doses to about 154 µM), inactives show at the top dose activation, actives largely listed as activators; 360,000 tested, 0.079% active; AID 720711; note: potency is the fitted concentration of half-maximal effect; nearly all actives have a fitted effect of over 50% in size
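Readout is BODIPY fluorescence (480 nm excitation, 540 nm emission), which falls as labeled GDP is exchanged off Rap1B. EPAC2 at 100 nM acted on 250 nM RAP1B-BODIPY-GDP with 50 uM GDP present.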
CCT modulator = cytosolic chaperonin activity modulation; 360,000 tested, 0.3% active; AID 651819; activity change, % (no concentration beside the values), hits read low; purified chaperonin ATPase assay, HTRF ADP detection, 30 min; in the data active = activity change below about -30%; note: % is set by controls: 0 for no effect and ±100 for the full control effect
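TRiC at 40 or 20 nM final (batch-dependent) in 30 mM Tris pH 7.4, 100 mM KCl, 5 mM MgCl2, 1 mM DTT, with compound at single 76 uM and 10 uM ATP, 30 min at 37 deg C. ADP detected by HTRF Transcreener, 665/615 ratio.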
MmCpn inh = M. maripaludis TRiC chaperonin inhibition. purified Mm-Cpn ATPase, ADP Transcreener TR-FRET. Potency, µM (highest dose often 76.9 µM), without a hit: top-dose activity, negative = inhibition, most hits filed as inhibitors. 330,000 tested, 0.031% active. AID 504842; note: potency is the fitted concentration of half-maximal effect; % is set by controls: 0 for no effect and ±100 for the full control effect; nearly all actives have a fitted effect of over 80% in size
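TR-FRET (320 nm excitation; 590 and 665 nm emission) reports ADP made from 10 uM ATP by 25 nM enzyme; compounds were preincubated 10 min, reaction run 30 min, both at 37°C.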
D3 antag = antagonists of human D3 dopamine receptor; max response, negative = inhibition, %; 360,000 tested, 2.5% active; P35462; D3R cells, DiscoveRx beta-arrestin luminescence, antagonist mode; stronger effect = lower value; in the data active = max response below about -50%; inconclusive = no clear call, values can overlap the other calls; note: % is set by controls: 0 for no effect and ±100 for the full control effect; mostly tested at two doses, the higher about 12 µM
Target sequence (P35462 whole entry, looked up): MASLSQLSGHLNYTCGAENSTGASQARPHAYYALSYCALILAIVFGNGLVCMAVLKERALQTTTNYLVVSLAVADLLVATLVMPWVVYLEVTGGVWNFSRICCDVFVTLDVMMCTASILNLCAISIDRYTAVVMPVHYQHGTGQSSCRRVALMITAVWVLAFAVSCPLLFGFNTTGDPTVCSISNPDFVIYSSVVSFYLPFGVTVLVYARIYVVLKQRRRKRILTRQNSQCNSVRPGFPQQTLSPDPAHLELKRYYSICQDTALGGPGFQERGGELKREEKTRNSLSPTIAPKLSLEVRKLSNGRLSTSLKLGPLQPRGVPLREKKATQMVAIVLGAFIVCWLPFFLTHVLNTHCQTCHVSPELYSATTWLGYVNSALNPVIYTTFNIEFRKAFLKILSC
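Cells plated overnight at 1500 cells/well, then exposed to library compounds with dopamine controls for 90 minutes at 37 degrees C. DiscoveRx reagent added for 30–60 minutes at room temperature; luminescence read, quantitative HTS format.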
Akt phos inh = blocks phosphorylation of Akt; Neuro2A IGF-stimulated pAkt S473 HTRF, 20 min; stronger effect = lower value; activity change, % for hits at 50 µM; 360,000 tested, 0.32% active; in the data active = activity change below about -80%; inconclusive = mostly about -51% to -80%; note: % is set by controls: 0 for no effect and ±100 for the full control effect
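Single-point screen (50 µM final compound) in Neuro2A cells stimulated 20 min with 6 nM IGF at 37 deg C. After lysis, Ser473-phosphorylated Akt read by HTRF (ex 330 nm, em 615/665 nm) as the 665/615 ratio.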
D3 ag = agonists of human D3 dopamine receptor; P35462; max activation, %; D3R DiscoveRx beta-arrestin cells, luminescence, 90 min; 410,000 tested, 0.58% active; in the data active = max activation above about 30%; note: 0% is about no effect; mostly tested at two doses, the higher about 12 µM
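Agonist mode: compounds and dopamine controls were applied to plated cells for 90 min at 37 degrees C after an overnight attachment at 1500 cells/well. Luminescent read-out followed 30 - 60 minutes at room temperature with DiscoveRx detection reagent.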
* hit, by the source's call; i = inactive; ? = inconclusive; / = no result given; & = joins results of further samples; [ ] = remark or other dose. Unless noted, calls come from the whole dose curve; as a rule, active = well fitted curve in the direction sought with a large enough effect; inconclusive = small, poorly fitted or top-dose-only effect, or another doubt; inactive = no such curve, though single readings can be large; an effect the other way counts as inactive or inconclusive. Only part of the results is shown. The share of hits here may be higher or lower than overall.

#	molecule	PTHR1 agonist	EPAC2 antag	EPAC2 agonist	CCT modulator	MmCpn inh	D3 antag	Akt phos inh	D3 ag
1	CCCN1Cc2cccc(C(=O)NC(CC(=O)OCC)c3ccc(OC(C)C)cc3)c2C1=O (stereo not drawn)	-11%	2%	-1%	0.5	-3%	-8	i	1
2	CCCS(=O)(=O)NC(=O)C1(C)CCN(C(=O)Cc2ccc3ccccc3c2)C1 (stereo not drawn)	14%	-2%	9%	-1.5	/	0	/	-9
3	Cc1[nH]cc(Br)c(=O)c1Oc1ncc(C(F)(F)F)cc1Cl	i	9%	7%	-0.3	-3%	17	i	8
4	OCCC#Cc1c(-c2ccsc2)sc2ccccc12	-7%	-10%	19%	-0.6	?	0	i	-42
5	O=C(O)C1=NOC(CNC(=O)c2ccccc2Cl)C1 (stereo not drawn)	i	4%	10%	-2.3	-1%	0	i	-4
6	CNc1nc(C)c(C(=O)OCc2ccccc2)s1	?	0%	7%	-7.3	0%	-3	i	1
7	O=C(NCC1CCCO1)c1cc2ccccc2oc1=O (stereo not drawn)	i	1%	6%	-2.2	2%	12	i	3
8	COC(=O)C1=C(C)N(c2ccc(Cl)c(Cl)c2)C(=O)C1	-7%[57.5 µM]	5%	0%	1.1	-2%	0	i	-3
9	CCOC(=O)c1c(N)sc(C(=O)N(CC)CC)c1C	i	18%	-6%	-1.3	0%	-12	i	2
10	CC(=O)Nc1ccc(NS(=O)(=O)c2ccc(OC(C)C(=O)N3CCOCC3)cc2)cc1 (stereo not drawn)	-7%	-6%	4%	0.0	0%	19	i	5
11	COc1ccc(C2c3cc4c(cc3OC(NNC(N)=O)C2C)OCO4)cc1 (stereo not drawn)	0%	-17%	4%	-1.4	/	0	i	-4
12	Cc1cccn2c(=O)c3cc(C(=O)NC4CCCCC4)c(=N)n(Cc4ccc(F)cc4)c3nc12	-20%	13%	-13%	-2.3	0%	-10	i	-6
13	Nc1[nH]nc2nc(N3CCOCC3)nc(-c3ccccc3)c12	i	5%	0%	0.0	1%	-16	i	-8
14	CC(CCc1ccccc1)NC(=O)CN1CCN(Cc2ccc(Cl)cc2)C1=O (stereo not drawn)	i	7%	1%	-1.7	-1%	-9	i	-1
15	COc1ccc(NC(=O)N2CCCc3ccccc32)cc1OC	i	3%	4%	-1.1	1%	1	i	3
16	CC1CCC(NC(=O)c2cccn2C)CC1 (stereo not drawn)	-8%	-4%	4%	-1.1	/	6	i	9
17	CCC(C(=O)OCC(=O)NC1CCS(=O)(=O)C1)c1ccccc1 (stereo not drawn)	i	5%	12%	1.5	2%	-4	i	-6
18	Cc1cc(C)c2[nH]c(O)c(N=NC3=NC(=O)CS3)c2c1	-50%[inhibitor]	-4%	1%	0.1	-5%	-8	i	6
19	Cc1cc2ccccn2c1C(=O)c1ccc([N+](=O)[O-])cc1[N+](=O)[O-]	i	-10%	1%	-2.2	4%	-24	i	-17
20	c1ccc2[nH]c(-c3ccnc4ccccc34)nc2c1	0%	-4%&2%	1%&-1%	-1.9&1.7	1%&-2%	22&13	i	6&4
21	Cc1c(CCC(=O)N[C@@H](C)C(=O)O)c(=O)oc2cc3oc4c(c3cc12)CCCC4	-4%	?	2%	-1.4	-4%	-2	i	3
22	OCCCc1nc2ccccc2n1CCOc1ccccc1	i	14%	6%	-0.9	1%	-12	i	-7
23	CCOC(=O)c1cc(-c2nnc(-c3cc(OC)c(OC)c(OC)c3)o2)c(C)nc1C	-9%	-1%	-23%	-0.2	/	26	i	3
24	COc1ccc(-c2c3c([nH]c(=S)c2C#N)CCC3)cc1	i	-1%	3%	-1.4	-5%	-18	i	1
25	COc1ccc(-c2ccc3c(c2)c(Sc2ccccc2)c(-c2ccccc2)n3C)cc1	0%	0%	-3%	-1.7	/	-13	i	-8
26	Cn1c(C(=O)NCCCN2CCN(c3ccccc3F)CC2)cc2c(=O)[nH]c3ccccc3c21	-6%[57.5 µM]	2%	-10%	-0.1	1%	-13	i	12
27	Cc1ccc(CNC(=O)COC(=O)Cn2nc(C)c([N+](=O)[O-])c2C)cc1	-16%	2%	-3%	2.0	1%	5	i	3
28	CCC(OC(C)=O)c1cc2c(cc1[N+](=O)[O-])OCCO2 (stereo not drawn)	-13%	-9%[57.1 µM]	13%	1.5	-2%	4	i	-3
29	CC(=O)Nc1ccc(S(=O)(=O)NCCc2cc3c(C)ccc(C)c3[nH]c2=O)cc1	-10%	4%	-4%	0.0	2%	-2	i	-10
30	O=C(c1ccco1)n1c(=S)nc2ccccn21	-20%[57.5 µM]	3%	6%	-1.2	-4%	16	i	4

Two compounds from above, reduced to MmCpn inh and CCT modulator:
item | Structure | MmCpn inh | CCT modulator
15 | COc1ccc(NC(=O)N2CCCc3ccccc32)cc1OC | 1% | -1.1
16 | CC1CCC(NC(=O)c2cccn2C)CC1 (stereo not drawn) | / | -1.1

More results
#	molecule	PTHR1 agonist	EPAC2 antag	EPAC2 agonist	CCT modulator	MmCpn inh	D3 antag	Akt phos inh	D3 ag
31	Cc1ccc(N(C(=O)CNC(=O)c2ccco2)C(C(=O)NC2CCCCC2)c2cccnc2)cc1C (stereo not drawn)	-15%	14%	-2%	0.1	0%	1	i	-19
32	CCSc1nnc(-c2cccc(S(=O)(=O)N(CC)CC)c2)n1Cc1ccccc1	-30%	22%	14%	2.3	0%	-4	i	21
33	Cc1ccc(S(=O)(=O)Nc2ccc(Br)cc2C(NCC(=O)O)c2ccccc2)cc1 (stereo not drawn)	-18%	-16%	-20%	0.6	1%	-20	i	3
34	O=C(CC1C(=O)NCCN1Cc1ccc(F)c(F)c1)NCCn1cccn1 (stereo not drawn)	i	-5%	3%	-0.3	-9%	-16	i	8
35	CCN(c1ccccc1)S(=O)(=O)c1cnc[nH]1	i	-2%	10%	0.0	0%	-16	i	5
36	COC(=O)C1=CN(Cc2cccs2)C=C(C(=O)OC)C1c1cccc(Cl)c1	-23%	?	15%	-0.6	-5%	-14	i	-13
37	COc1cccc(CNC(=O)Cc2ccc(OC)c(S(=O)(=O)N3CCOCC3)c2)c1	i	-26%	3%	-0.5	0%	23	i	11
38	CC(C)NC(=O)c1ccc2c(c1)N(CC(=O)N1CCCCC1)C(=O)C(C)(C)O2	2%	5%	15%	1.9	1%	-2	i	0
39	Cc1nnn(C23CC4CC(CC(CC(=O)Nc5ccc(C)c(C)c5)(C4)C2)C3)n1	-16%	-8%	11%	-4.3	2%	-18	i	-14
40	O=C(O)CSc1c(-c2cccs2)[nH]c2ccccc12	i	3%[57.1 µM]	-4%	0.9	-14%	1	i	2
41	COc1ccccc1-n1c(SCC(N)=O)nc2sc3c(c2c1=O)CCC3	i	-8%	0%	-0.9	4%	-9	i	-11
42	COC(=O)C1=C(C)OC(N)=C(C#N)C1c1ccsc1 (stereo not drawn)	i	-4%	4%	-3.2	-1%	8	i	-3
43	COc1cc(OC)c2cc(C(=O)N/N=C/c3ccccc3O)[nH]c2c1	-15%	-13%	1%	-1.0	-3%	2	i	1
44	O=C(Nc1ccn(Cc2c(F)c(F)cc(F)c2F)n1)c1cccc(Cn2cc([N+](=O)[O-])cn2)c1	?	-1%	3%	-0.9	-1%	10	i	19
45	O=S(=O)(c1ccc(NCc2ccccc2)cc1)N1CCOCC1	-20%	-4%	1%	-2.4	-1%	3	i	1
46	CCCCn1c(N)c(N(CC(C)C)C(=O)CCNC(=O)c2ccc(Br)cc2)c(=O)[nH]c1=O	i	0%	-5%	-2.0	1%	3	i	3
47	O=C(CN1C(=O)NC2(CCCC2)C1=O)N1CCN(S(=O)(=O)c2cccc(C(F)(F)F)c2)CC1	-5%	-4%	-4%	-0.5	1%	0	i	1
48	NNC(=O)COc1ccc(-c2n[nH]c(C(F)(F)F)c2-c2ccc(Br)cc2)c(O)c1	i	-2%	19%	0.8	-7%	10	i	-2
49	CC1CN(C(=O)COc2coc(CN3CCc4ccccc4C3)cc2=O)CC(C)O1 (stereo not drawn)	-21%	11%	3%	0.5	0%	25	i	12
50	COc1ccc(NS(=O)(=O)c2cc(NC(=O)c3sccc3C)ccc2N2CCOCC2)cc1	i	-2%	14%	-1.5	0%	1	i	-10
51	CC(C)(C)C(=O)N1CCN(c2ccc([N+](=O)[O-])cc2Cl)CC1	-31%	-5%	0%	-0.7	/	29	i	2
52	N#Cc1c(-c2ccccc2Cl)cc(-c2ccccc2)nc1Br	-8%	-6%	-3%	-2.7	?	-29	i	-11
53	Cc1ccc(C2CC(=O)c3cnc(N4CCc5ccccc5C4)nc3C2)cc1 (stereo not drawn)	13%[57.5 µM]	-6%[57.1 µM]	3%	-3.4	-7%	-16	i	-7
54	CCN(CC(=O)Nc1c(F)cccc1F)C(=O)C1CCC1	i	15%	4%	0.7	1%	8	i	1
55	CC(=O)c1ccc(NC(=O)CCC(=O)OCC(F)(F)C(F)F)cc1	i	7%	4%	-2.8	0%	34	i	1
56	COc1ccccc1CNC(=O)CSc1ncc(C(=O)Nc2ccccc2)c(=O)n1C	-24%	-5%	-6%	1.7	1%	-69*	i	-10
57	Cc1cc2nc(-c3ccc[nH]c3=O)[nH]c2cc1C	-10%	-2%	8%	-0.4	-7%	-17	i	-2
58	N#Cc1cc2c(=O)n3ccccc3nc2n(-c2ccc(Cl)cc2)c1=O	-29%	20%	0%	-0.1	-1%	-2	i	0

Assay outcomes: PubChem BioAssay, National Center for Advancing Translational Sciences (NCATS)
